GPR35 antagonists = GPR35 antagonists blocking zaprinast-driven arrestin recruitment, primary screen, imaging, U2OS, beta-arrestin-GFP, zaprinast agonist (AID 2058); G-protein coupled receptor 35 (Homo sapiens); U2OS GPR35 beta-arrestin-GFP translocation imaging, zaprinast antagonism; higher % means a stronger effect; one-dose inhibition, % at 10 µM; IC50 in µM for titrated hits; 0.052% of 290,000 active;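 active = inhibition of at least 50% with at least 30 cells and total cytoplasm GFP at most 10,000,000; inconclusive = under 30 cells or total GFP of 10,000,000 plus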
PhoP inhibition = inhibitors of PhoP regulon expression, primary screen, Salmonella Typhimurium, GFP reporter (AID 1863); S. Typhimurium PhoP-regulated promoter GFP reporter, 4 h; higher % means a stronger effect; inhibition, % at 50 µM; hits with a dose series show IC50 in µM; 0.16% of 300,000 active;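 active = inhibition over 29.93%, a cutoff 3 SD above the screen mean, later confirmed by dose response; inconclusive = inhibition over 29.93% but no dose response follow-up; inactive = inhibition at most 29.93% or unconfirmed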;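 also: 0% = low Mg2+ inducing control and 100% = high Mg2+ repressing control; strong numbers were not always called active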
UTI89 phage lysis = inhibition of K1F phage lysis, E. coli UTI89, bacterial capsule biogenesis inhibitors, alamar blue (AID 488966); E. coli UTI89 K1F phage lysis, alamar blue, 2 h; higher % means a stronger effect; one-dose inhibition, % at 100 µM; IC50 in µM for titrated hits; 0.02% of 340,000 active;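 active = phage lysis inhibition, versus mean bacterial control, above a set limit; inconclusive = no clear call, values can overlap the other calls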;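 also: capsule biogenesis inhibitors block K1F phage lysis so surviving cells raise fluorescence; higher fluorescence means more inhibition of phage lysis; actives were called in the ten point dose series up to 300 µM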
HIV fusion peptide = inhibitors of HIV fusion peptide binding, primary screen, biochemical, uHTS, fluorescence dequenching (AID 1986) | cell-free peptide binding, fluorescence dequenching, 30 min; higher % means a stronger effect | one-dose inhibition, % at 20 µM; IC50 in µM for titrated hits | 0.3% of 290,000 active; in the data active = inhibition mostly above about 52%, no sharp cut-off; inactive = mostly below about 76%; also: some results filed as inactive read as strong as hits
Dengue-2 NS5 capping = Dengue-2 NS5 methyltransferase inhibitors, primary screen, biochemical, confirmation dose response (AID 588689); Genome polyprotein (Dengue virus type 2 (strain 16681-PDK53)); Dengue-2 NS5 methyltransferase capping enzyme assay, biochemical; higher % means a stronger effect; inhibition, % at 25 µM, or IC50 in µM where a hit was titrated; 0.3% of 340,000 active; in the data active = a potency from the dose series; inconclusive = inhibition above about 29% without an active follow-up result
Rac1 GTP hydrolysis = MgcRacGAP GTPase-activating activity inhibitors, confirmation, biochemical, ADP Hunter fluorescence; Rac GTPase-activating protein 1 (Homo sapiens); MgcRacGAP-stimulated Rac1 GTP hydrolysis, ADP Hunter fluorescence; higher % means a stronger effect; GST-tagged Rac1 F28L mutant substrate; inhibition, % at 30 µM; hits with a dose series show IC50 in µM; 0.6% of 340,000 active;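 active = first-screen hits whose inhibition reached a set limit at any dose in the follow-up dose series; inconclusive = inhibition above the set first-screen limit but never retested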;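 also: fluorescence reports GDP produced by GAP-driven GTP hydrolysis; strong numbers were not always called active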
RSV CPE inhibition = RSV antiviral activity via CPE protection, HEp-2 cells, primary 10 µM value included (AID 2391). CPE inhibition, % at 10 µM; hits with a dose series show IC50 in µM. 0.13% of 310,000 active. HEp-2 cells, RSV-induced CPE inhibition; higher % means a stronger effect; in the data active = a potency from the dose series; inconclusive = CPE inhibition mostly from about 23% at the one dose, without a potency; inactive = the rest, 99 in 100 with CPE inhibition below about 21%; also: strong numbers were not always called active
SV40 large T antigen = SV40 large T antigen inhibitors, biochemical (AID 1903) | SV40 large T antigen ATPase/helicase inhibition assay; higher % means a stronger effect | inhibition, % at 20 µM; hits with a dose series show IC50 in µM | 0.39% of 310,000 active; in the data active = a potency from the dose series; inconclusive = inhibition mostly from about 32% at the one dose, without a potency; inactive = the rest, 99 in 100 with inhibition below about 32%; also: strong numbers were not always called active
GPR55 LPI antagonism = GPR55 antagonists blocking LPI-driven arrestin recruitment, primary screen, imaging, U2OS, beta-arrestin-GFP, LPI agonist (AID 2013); G-protein coupled receptor 55 (Homo sapiens); 0.13% of 290,000 active; U2OS GPR55 beta-arrestin-GFP translocation imaging, LPI antagonism; higher % means a stronger effect; inhibition, % at 10 µM, or IC50 in µM where a hit was titrated;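 active = spots per cell inhibited over 60%, with over 100 cells counted and total cytoplasm intensity under 500,000; inconclusive = wells with under 100 cells, flagged as likely toxic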;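 also: U2OS cells stably carrying GPR55 and arrestin-GFP stimulated by 5 µM LPI near EC80; imaged beta-arrestin-GFP aggregate spots per cell after agonist stimulation; plate controls were LPI-stimulated DMSO wells for no effect and DMSO wells without LPI for full effect; some results filed as inactive read as strong as hits; confirmed hits need IC50 under 10 µM and bright autofluorescent wells are also inconclusive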
Dengue-2 NS5 capping pilot replicate = further read-out of Dengue-2 NS5 capping, marked with its call; inhibition, %; measured here: pilot screen replicate inhibition
Active calls of the source: *; ? = inconclusive; / = no result given; & = joins results of further samples; [ ] = another dose, or the depositor's remark.

SMILES	GPR35 antagonists	PhoP inhibition	UTI89 phage lysis	HIV fusion peptide	Dengue-2 NS5 capping	Rac1 GTP hydrolysis	RSV CPE inhibition	SV40 large T antigen	GPR55 LPI antagonism	others
Cc1ccc(C2CC(=O)C(C=NCCN3CCN(C(=O)Cc4ccccc4)CC3)=C(O)C2)cc1 (stereo unspecified)	0%	-12%	0.7%	0.2%	-6%	-2%	5.5%	-4%	-21%
CCOc1cc2c(cc1OCC)-n1cccc1C(c1ccccc1OC)NC2 (stereo unspecified)	3%	14%	1.0%	1.1%	2%	10%	1.9%	-14%	-9%
COc1cc(/C=C2\C(=O)NC(=O)N(c3ccccc3)C2=O)cc(OC)c1O	-7%	-14%	-1.7%	30%	36%	25%	0.4%	32%	3%
O=C(N/N=C/c1c(O)n(C2CCCCC2)c(=S)[nH]c1=O)c1ccccc1	3%	-5%	-0.3%	39%	-7%	-10%	11%	7%	5%
O=c1[nH]c(O)c(C=NCCc2ccccc2)c(=O)[nH]1	14%	-6%	-0.2%	0.8%	-2%	10%	1.5%	1%	4%
O=c1c2ccccc2nc(/C=C/c2ccc(F)cc2)n1-c1ccccn1	-5%	-1%	/	2.3%	/	/	4.7%	13%	0%
CC(C)NP(=O)(NC(C)C)OP(=O)(NC(C)C)NC(C)C	/	-6%	3.7%	/	6%	0%	1.7%	15%	/
CCN(CC)CCCC(C)N=C(c1ccccc1)c1c(O)n(C)c(=O)n(C)c1=O (stereo unspecified)	4%	5%	0.4%	-2.0%	3%	10%	0.5%	7%	9%
CNC(=O)Oc1ccc(C(=O)N2c3ccccc3NC(=O)C2C)cc1 (stereo unspecified)	2%	4%	0.0%	-0.5%	-4%	9%	0.8%	25%	8%
CCNC(=O)[C@H]1O[C@@H](n2cnc3c(N)ncnc32)[C@H](O)[C@@H]1O	-12%	-9%&-9%	1.6%	-0.9%	-2%	5%	-0.3%	4%&6%	-7%
COCCNC(=O)CN1C2CCC1CC(O)(c1cccnc1)C2 (stereo unspecified)	-14%	1%	-0.6%	-1.5%	-7%	8%	2.0%	11%	-18%
C[C@]12CC[C@H](O)C[C@@H]1CC[C@@H]1[C@@H]2CC[C@]2(C)[C@@H](C(=O)O)C[C@@H]12	/	/	1.3%	/	-4%	0%	6.5%	11%	/
O=C(O)COc1ccccc1/C=C1\C(=O)NC(=O)N(CCC2=CCCCC2)C1=O	-3%	-9%	0.0%	32%	>100µM*	25%	1.5%	28%	18%
CCN1CCN(C(=O)Cc2c(C)n(C(=O)c3ccc(Cl)cc3)c3ccc(OC)cc23)CC1	2%	1%	0.0%	-1.1%	-4%	8%	-2.7%	13%	-6%
CN1C(=O)N(C)C(=O)C2(Cc3cc(NC(=O)c4ccc(F)cc4)ccc3N3CCCC32)C1=O (stereo unspecified)	4%	0%	0.4%	6.0%	-20%	8%	0.7%	15%	-18%
Cc1nnc(SCc2nc3ccccc3c(=O)n2-c2ccccc2Cl)n1N	-5%	-1%	-2.2%	-1.1%	2%	1%	-0.6%	8%	1%
CC1CCC(C)(NS(=O)(=O)OCC(Cl)(Cl)Cl)CC1 (stereo unspecified)	3%	7%	-0.7%	1.7%	-3%	6%	0.7%	19%	-1%
CCC1=Nc2cc(C(=O)N3CCC4(CC3)OCCO4)ccc2Sc2ccc(C)cc21	7%	8%	-0.2%	-0.5%	-2%	7%	-1.6%	-6%	-16%
O=C(c1cn(Cc2ccccc2)c2ccccc12)N1CCCCC1	-1%	7%	6.4%	-1.1%	1%	0%	3.8%	9%	2%
CCOC(=O)[C@@]1(C#N)C(c2ccc(Cl)c(Cl)c2)[C@H](C(N)=O)N2C=C(C(C)=O)C=C[C@H]21 (stereo partly specified)	7%	-9%	0.1%	-0.1%	1%	6%	1.5%	11%	12%
CCOc1ccc(-n2c(O)c(C=NCCN(CC)CC)c(=O)[nH]c2=O)cc1	0%	-13%	0.4%	0.0%	-22%	4%	2.1%	14%	-5%
Cc1ccc(N/N=C/c2c(O)n(-c3ccccc3)c(=O)[nH]c2=O)cc1	1%	3%	3.7%	5.5%	-5%	11%	2.0%	29%	6%
CCOc1ccc(NC2=NCCCS2)cc1	3%	4%	0.3%	-1.8%	2%	6%	-1.2%	21%	1%
Cc1ccc(N=Cc2c(O)n(-c3ccc(C)cc3)c(=O)[nH]c2=O)cc1	/	/	-0.6%	/	2%	5%	0.9%	6%	/
O=c1[nH]c(=O)n(-c2cccc(Cl)c2)c(O)c1/C=N/c1ccccn1	-1%	-12%	0.4%	1.0%	-21%	3%	0.2%	2%	0%
COc1ccc(C(CC(=O)N2CCC3(CC2)OCCO3)NS(=O)(=O)c2ccc(C)cc2)cc1 (stereo unspecified)	-18%	4%	0.4%	-1.0%	-1%	6%	0.6%	2%	1%
C[n+]1c(-c2ccccc2)sc2ccccc21	12%	-11%	0.5%	-0.2%	-7%	28%	1.5%	20%	-1%
COC(=O)CC1=C(C(=O)OC)C2(C(=O)N(C)c3ccccc32)C(C#N)=C(N)O1 (stereo unspecified)	-8%	-9%	0.1%	1.4%	-2%	4%	2.9%	4%	4%
O=C(NC(Cc1ccccc1)C(=O)N1CCC2(CC1)OCCO2)C1CCCCC1 (stereo unspecified)	11%	-8%	0.1%	3.2%	-3%	10%	2.6%	9%	5%
CNc1ccc2nc3ccccc3[n+](C)c2c1	26%	10%	0.0%	21%	?	19%	1.6%	3%	-5%
COc1ccc(CN2CCN(C(=O)Cc3ccccc3)CC2)cc1Br	-10%	0%	-2.0%	0.6%	0%	22%	14%	8%	-5%
COc1ccc(C(=O)C2CCCN(Cc3ccc(C)s3)C2)c(OC)c1 (stereo unspecified)	20%	/	0.2%	0.7%	-18%	4%	-1.8%	/	20%
COc1ccc(CCNCc2ccc(C)s2)cc1OC	9%	-3%	1.1%	-1.8%	-5%	5%	0.0%	5%	-6%
O=C(c1ccc2c(c1)OCO2)C1CCCN(Cc2ccc(F)c(F)c2)C1 (stereo unspecified)	3%	2%	-0.1%	-1.1%	-3%	2%	-0.6%	1%	22%
CC(=O)OC1(c2ccccc2)CC(C(C)(C)C)CN(C(C)(C)C)C1 (stereo unspecified)	12%	-9%	0.7%	1.9%	-1%	8%	1.8%	13%	-1%
COc1cccc(-c2cc(C(F)(F)F)n3nc(C(=O)N4CCC5(CC4)OCCO5)cc3n2)c1	-6%	-6%	-0.1%	0.3%	-2%	13%	11%	0%	-13%

Sorted by formula weight (largest number first): three of the compounds above.
SMILES	GPR35 antagonists	PhoP inhibition	UTI89 phage lysis	HIV fusion peptide	Dengue-2 NS5 capping	Rac1 GTP hydrolysis	RSV CPE inhibition	SV40 large T antigen	GPR55 LPI antagonism	others
COc1ccc(C(CC(=O)N2CCC3(CC2)OCCO3)NS(=O)(=O)c2ccc(C)cc2)cc1 (stereo unspecified)	-18%	4%	0.4%	-1.0%	-1%	6%	0.6%	2%	1%
O=C(c1ccc2c(c1)OCO2)C1CCCN(Cc2ccc(F)c(F)c2)C1 (stereo unspecified)	3%	2%	-0.1%	-1.1%	-3%	2%	-0.6%	1%	22%
CNc1ccc2nc3ccccc3[n+](C)c2c1	26%	10%	0.0%	21%	?	19%	1.6%	3%	-5%

Following part:
SMILES	GPR35 antagonists	PhoP inhibition	UTI89 phage lysis	HIV fusion peptide	Dengue-2 NS5 capping	Rac1 GTP hydrolysis	RSV CPE inhibition	SV40 large T antigen	GPR55 LPI antagonism	others
Cc1ccc(N2C(=O)NC(=O)/C(=C/c3ccoc3)C2=O)cc1	20%	/	-1.4%	145%	-49%	56µM*	/	/	1%
CN(C)[C@@H]1C(=O)C(C(N)=O)=C(O)[C@@]2(O)C(=O)C3=C(O)c4c(O)cccc4[C@@](C)(O)[C@H]3[C@H](O)[C@@H]12	-11%	-2%&-10%&-26%	-12%&-11%	45%	-10%&-3%	?	1.8%&0.2%&3.5%	42%&78%&49%	6%
C=CCn1c(O)c(C(C)=NCc2cc(OC)cc(OC)c2)c(=O)[nH]c1=O	16%	-9%	0.3%	-3.0%	2%	6%	12%	10%	-12%
CCOC(=O)C1(CCOc2ccccc2)CCN(Cc2ccc(C)s2)CC1	-1%	11%	0.5%	-0.7%	-12%	2%	6.9%	3%	13%
Fc1ccc(CNCCc2ccc3c(c2)OCO3)cc1	4%	1%	0.7%	0.3%	/	23%	0.3%	10%	19%
Nc1ccccc1C(=O)c1ccccc1	10%	14%	2.0%	-2.3%	-6%	3%	-0.8%	-3%	-8%
O=C1NC(=O)C(CCc2ccccn2)(Cc2cccc(Cl)c2Cl)C(=O)N1c1ccc(Br)cc1 (stereo unspecified)	8%	-5%	-1.4%[50 µM]	5.7%	-1%	7%	4.4%	11%	1%
CCOCCCNC(=O)C1c2cc(OC)c(OC)cc2C(=O)N2CCCCC12 (stereo unspecified)	9%	-7%	1.0%	-1.5%	-4%	8%	1.1%	3%	21%
CCCCn1c(O)c(C(C)=NC(Cc2c[nH]c3ccccc23)C(=O)OC)c(=O)[nH]c1=O (stereo unspecified)	0%	-8%	0.4%	-0.9%	-2%	11%	2.5%	4%	-9%	Dengue-2 NS5 capping pilot replicate=-0.6
COc1cc(OC)c([C@H]2C=C(C)[C@H]3C[C@@H]2C3(C)C)c(OC)c1	/	/	0.4%	/	5%	8%	1.7%	3%	/
COC(=O)C1=C(c2ccc(OCc3ccccc3)cc2)C[C@@H]2CC[C@H]1N2C(=O)NCc1ccc(N(C)C)cc1	/	/	-0.1%	/	-2%	5%	0.0%	/	/
CC(=NCCCN1CCOCC1)c1c(O)n(-c2ccccc2C)c(=O)[nH]c1=O	10%	6%	-0.1%	-0.7%	-1%	-4%	2.3%	8%	-13%

This is a subset; the hit share may differ from the screen's.
